DAX1 inh-1: blocks DAX1 repression of SF-1 activated StAR promoter; HEK293T StAR-luciferase reporter, SF-1/DAX-1 repression relief; inhibition, % at 6.8 µM; 1.1% of 370,000 active; AID 652010;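 active means inhibition above the mean over all tested compounds plus 3 SD, cut at about 3.6% in these data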;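 further: 0% = DAX-1 cells with DMSO and 100% = cells lacking DAX-1 with DMSO; higher inhibition means more luminescence from relief of DAX-1 repression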
ssDAF12 agonist: activates DAF-12 receptor from parasite S. stercoralis; activation, % at 6.8 µM; AID 652126; HEK293 ssDAF-12/GRIP1 lit1-tk-luc reporter, luminescence; % of 3 µM dafachronic acid response; 1% of 370,000 active;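 active means activation above the mean over all tested compounds plus 3 SD, cut at about 0.9% in these data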;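 further: 0% = DMSO-only wells and 100% = 3 µM delta7-dafachronic acid wells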
PLC-gamma1 inh: PLC-gamma1 (human) inhibition, primary screen | purified PLC-gamma1, fluorogenic substrate, fluorescence | inhibition, % at 12.2 µM | 0.84% of 370,000 active | AID 720700; in the data active means inhibition above about 9.5%
ADAM17 inh: inhibitors of human ADAM17; P78536; recombinant ADAM17, EDANS/DABCYL FRET peptide cleavage; inhibition, % at 6.95 µM; 0.83% of 370,000 active; AID 720648;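 active means inhibition above the mean of compounds lying between control limits plus 3 SD, set per campaign, cut at about 8.5% in these data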;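 further: 0% = DMSO-only wells as the low control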
PLC-beta3 inh: blocks human PLC-beta3 enzyme activity. Purified PLC-beta3, fluorogenic substrate, fluorescence. inhibition, % at 12.2 µM. 0.18% of 370,000 active; in the data active means inhibition above about 11%;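 further: 0% = median of compound wells on plate and 100% = full blocker control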
Target sequence (Q01970 whole entry, looked up): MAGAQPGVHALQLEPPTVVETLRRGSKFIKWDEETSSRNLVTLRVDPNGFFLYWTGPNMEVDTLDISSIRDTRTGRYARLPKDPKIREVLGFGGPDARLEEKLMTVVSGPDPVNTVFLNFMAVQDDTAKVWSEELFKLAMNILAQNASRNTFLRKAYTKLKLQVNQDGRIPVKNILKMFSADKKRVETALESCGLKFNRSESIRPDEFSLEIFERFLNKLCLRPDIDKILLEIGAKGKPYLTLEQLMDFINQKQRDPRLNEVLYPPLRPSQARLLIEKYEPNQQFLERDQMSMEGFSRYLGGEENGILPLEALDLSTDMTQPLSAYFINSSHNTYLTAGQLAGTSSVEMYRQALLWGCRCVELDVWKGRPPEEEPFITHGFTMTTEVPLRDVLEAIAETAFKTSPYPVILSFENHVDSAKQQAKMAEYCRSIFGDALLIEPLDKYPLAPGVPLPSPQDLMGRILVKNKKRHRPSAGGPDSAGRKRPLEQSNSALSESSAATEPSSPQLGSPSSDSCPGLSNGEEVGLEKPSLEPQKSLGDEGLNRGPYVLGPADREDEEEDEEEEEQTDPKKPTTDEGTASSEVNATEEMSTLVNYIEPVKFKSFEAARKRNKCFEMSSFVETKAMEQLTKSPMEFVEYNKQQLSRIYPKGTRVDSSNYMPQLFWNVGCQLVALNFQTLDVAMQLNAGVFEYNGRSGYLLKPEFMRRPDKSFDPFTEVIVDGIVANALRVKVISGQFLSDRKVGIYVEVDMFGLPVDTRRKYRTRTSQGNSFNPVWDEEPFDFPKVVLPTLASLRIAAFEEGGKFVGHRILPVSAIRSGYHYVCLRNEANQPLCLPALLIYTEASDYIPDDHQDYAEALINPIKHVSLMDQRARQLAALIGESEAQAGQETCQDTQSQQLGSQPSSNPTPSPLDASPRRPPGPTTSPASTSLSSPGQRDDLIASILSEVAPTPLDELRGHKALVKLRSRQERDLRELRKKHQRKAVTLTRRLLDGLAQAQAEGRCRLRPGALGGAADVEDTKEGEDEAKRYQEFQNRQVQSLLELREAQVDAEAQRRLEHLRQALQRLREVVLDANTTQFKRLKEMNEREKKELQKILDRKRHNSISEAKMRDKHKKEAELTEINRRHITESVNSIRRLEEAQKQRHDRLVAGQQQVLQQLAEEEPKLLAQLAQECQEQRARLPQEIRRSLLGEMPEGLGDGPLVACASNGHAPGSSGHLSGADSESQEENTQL
MBD2 DNA inh: inhibitors of human MBD2 binding to methylated oligonucleotide | Q9UBB5 | TR-FRET | inhibition, % at 4.4 µM | 0.31% of 370,000 active; in the data active means inhibition above about 13%
hcDAF-12 act: activates DAF-12 receptor from parasite H. contortus. HEK293 hcDAF-12 lit1-tk-luc reporter, luminescence; 0% DMSO, 100% Δ7-dafachronic acid. activation, % at 6.8 µM. 1.4% of 370,000 active. AID 652067;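 active means activation above the mean of all tested compounds plus 3 SD, cut at about 5.5% in these data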;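 further: 100% = response to 3 µM Δ7-dafachronic acid high control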
Rev-erbA mod: modulators of human Rev-erb alpha DNA binding | P20393 | Rev-erbα–FITC-DNA binding, fluorescence polarization, 90 min | activity, % at 10 µM | 0.79% of 370,000 active;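 active means activity above about 14%, limit read from the data; passing the limit was not always enough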;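 further: 0% = DMSO wells with 35 nM protein and 100% = DMSO wells with 750 nM protein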
DAX1 inh-2: NR0B1 (DAX1) inhibition | HEK293 Gal4-DAX1 luciferase reporter, luminescence | AID 504766 | P51843 | inhibition, % at 6.75 µM | 0.99% of 340,000 active;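 active means inhibition above the mean over all tested compounds plus 3 SD, cut at about 4.2% in these data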;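 further: 0% = DAX1-transfected cells with DMSO and 100% = empty-vector control cells with DMSO; inhibition shows as a rise in luminescence from relieved DAX1 repression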
hgDAF-12 ag: hgDAF-12 agonism, primary luciferase screen. activation, % at 6.8 µM. HEK293 GAL4-hgDAF12 UAS-luciferase reporter, agonist luminescence; normalized to butyrate control. 1.8% of 370,000 active;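 active means activation above a cutoff set at the mean of all screened compounds plus 3 SD, cut at about 10% in these data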;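 further: 0% = DMSO wells and 100% = sodium butyrate wells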
SMARCA2 activ: SMARCA2 function activation, primary screen; MG213 cells, MMTV-luciferase reporter, dexamethasone, overnight; activation, % at 9.1 µM; 1% of 370,000 active; AID 652017; in the data active means activation above about 7.8%;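 further: 0% = vehicle wells and 100% = reference activator wells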
Active calls of the source: *; nt = not tested or not shown; & = joins results of further samples. Random draw from the library, and some 7.4% of all compounds hit somewhere here.

SMILES	DAX1 inh-1	ssDAF12 agonist	PLC-gamma1 inh	ADAM17 inh	PLC-beta3 inh	MBD2 DNA inh	hcDAF-12 act	Rev-erbA mod	DAX1 inh-2	hgDAF-12 ag	SMARCA2 activ
Cc1ccc(S(=O)(=O)N(C)c2ccc(OCC(=O)O)cc2)cc1	0.4	-0.7	-2	-2	0	-7	-0.3	0	1.0	2.5	-4
Cc1ccc(NC(=O)CN2C(=O)CCS(=O)(=O)c3ccccc32)cc1Cl	0.1	-0.9	0	5	-1	-5	-2.8	-1	0.6	-2.0	-4
COC(=O)[C@]12C[C@H](CC(=O)NCCC(C)C)C(=O)N(Cc3ccc(Cl)cc3Cl)C1=C[C@H](C(C)C)O[C@@H]2C1CC1	0.0	0.0	3	0	5	-2	-0.5	5	nt	-0.9	0
COc1ccc(NC(=O)NC2(C(=O)N3CCN4CCCC4C3)CCCCC2)cc1 (stereo not drawn)	0.0	-0.5	0	0	-5	-6	-0.3	2	0.6	0.5	-1
CCOC(=O)N1CCN(S(=O)(=O)c2ccc(C(=O)Nc3nnc(CSC)o3)cc2)CC1	0.0	-1.2	0	2	0	0	-1.6	0	-0.8	-2.9	3
Fc1ccc(CSc2nnc(-c3cc4c(s3)-c3ccccc3CC4)o2)cc1	0.6	-0.5	-39	-40	-55	-1	1.9	6	0.1	0.8	0
Cn1c(/C(C#N)=C/c2ccncc2)nc2ccccc21	0.2	-0.8	-25	-8	-24	-2	-0.7	-1	-1.7	-0.7	1
Cc1ccsc1/C=N/NC(=O)Cc1ccc(Cl)cc1	-0.9	-0.9	-2	0	-2	-5	-1.0	4	-0.9	2.4	1
C(=N\Nc1nncc2ccccc12)/c1cccnc1	-0.2	-1.2	-6	-2	-4	0	-0.5	-6	nt	5.5	0
CC(=O)c1c(C(C)=O)c(C)n(NC(=O)c2cccnc2)c1C	0.9	-0.6	8	8	7	0	-0.6	0	-0.5	-0.8	-4
Cc1ccc(/C=N/NC(=O)c2c(-c3ccccc3)noc2C)o1	-0.7	-1.0	7	0	2	0	-3.5	0	-0.5	3.7	2
Cc1nnc(SCc2nc3sc4c(c3c(=O)[nH]2)CCCC4)[nH]c1=O	-0.4	-1.3	-15	-4	-21	2	-1.3	-12	-0.3	2.3	-2
Cn1c(N)c(C(=O)CSc2nc3ccccc3[nH]2)c(=O)n(C)c1=O	0.2	-1.4	-1	-2	-7	2	0.9	1	0.0	-1.7	1
CN(C)S(=O)(=O)c1cccc(NC(=S)Nc2cc(Cl)cc(Cl)c2)c1	-0.7	-1.9	0	-5	1	1	-1.6	-2	-0.3	0.2	-1
COc1ccc(/C=N/NS(=O)(=O)c2ccccc2)cc1OC(=O)c1ccc(C)cc1	-0.4	-1.2	5	4	0	3	0.4	12	-0.1	-0.7	-1
CC(=O)Nc1ccc(NC(=O)C(C)OC(=O)C2(c3ccc(Cl)cc3)CCCC2)cc1 (stereo not drawn)	-0.6	-1.4	1	-7	3	19*	0.5	5	-1.3	-0.1	-4
Cc1cc(=O)cc(C)n1-c1ccc(Cl)cc1	-0.4	-1.5	3	-2	1	5	0.9	-6	-0.4	-1.0	2
Cc1ccc(S(=O)(=O)N2C3CC(c4ccccc4)N(S(=O)(=O)c4cccc(Cl)c4)CC3C(=O)C[C@H]2c2ccccc2)cc1 (stereo partly drawn)	0.4	-0.4	4	2	3	-2	-1.6	-1	nt	3.0	-3
COc1ccc2[nH]cc(C(=O)CN3CCCCC3)c2c1	0.7	-0.5	2	3	-4	-6	1.6	-1	-0.5	3.0	-4
O=[N+]([O-])c1cccc(/C=N/Nc2nc(NCc3ccccc3)nc(N3CCOCC3)n2)c1O	-0.9	-1.0	-2	1	-1	-4	-1.9	5	-2.9	-0.4	-1

Whole records from above. Screens in order: DAX1 inh-1 | ssDAF12 agonist | PLC-gamma1 inh | ADAM17 inh | PLC-beta3 inh | MBD2 DNA inh | hcDAF-12 act | Rev-erbA mod | DAX1 inh-2 | hgDAF-12 ag | SMARCA2 activ
`CC(=O)Nc1ccc(NC(=O)C(C)OC(=O)C2(c3ccc(Cl)cc3)CCCC2)cc1` (stereo not drawn) in the list: -0.6 | -1.4 | 1 | -7 | 3 | 19* | 0.5 | 5 | -1.3 | -0.1 | -4
`O=[N+]([O-])c1cccc(/C=N/Nc2nc(NCc3ccccc3)nc(N3CCOCC3)n2)c1O` in the list: -0.9 | -1.0 | -2 | 1 | -1 | -4 | -1.9 | 5 | -2.9 | -0.4 | -1

New compounds follow
SMILES	DAX1 inh-1	ssDAF12 agonist	PLC-gamma1 inh	ADAM17 inh	PLC-beta3 inh	MBD2 DNA inh	hcDAF-12 act	Rev-erbA mod	DAX1 inh-2	hgDAF-12 ag	SMARCA2 activ
CCCCc1ccc(NS(=O)(=O)c2cccc(C(=O)N3CCCN(C)CC3)c2)cc1	-0.8	-1.3	4	3	-5	-1	1.3	1	-0.1	-0.6	-2
Cc1ccc2cc3cc(C(=O)N4CC(C)CC(C)C4)oc3nc2c1 (stereo not drawn)	-0.2	-0.7	-3	-1	-6	-6	-2.2	-4	0.1	1.7	4
CCCN(CCC)CC(O)CN1C(=O)N(CN2C(=O)N(CC(O)CN(CCC)CCC)C(=O)C2(C)C)C(C)(C)C1=O (stereo not drawn)	0.3	-0.3	1	2	0	-1	-0.1	4	0.5	-0.2	4
C=CCOC(=O)C1=C(C)N=c2sc(=C3C(=O)N(CC(=O)O)c4ccccc43)c(=O)n2C1c1ccc(OC)cc1 (stereo not drawn)	0.0	-0.2	-1	-4	-2	2	0.0	-3	nt	-2.8	-1
Cc1cccc(NC(=O)N2CCC(NC(=O)C3CCCCC3)CC2)c1	-0.3	-1.1	-1	-2	0	1	-2.6	2	0.7	-0.8	2
Cc1ccc(NC(=O)c2ccc(Nc3ccccc3F)nc2)cc1	-0.4	1.2*	-11	2	-13	1	1.7	4	0.1	5.5	4
O=C(NCc1ccco1)C1OCCc2ccccc21 (stereo not drawn)	-0.5	-0.8	-3	-7	-6	8	-2.2	-8	-0.2	-1.5	2
CCCOc1c(Br)cc(C(=O)OCc2cc(=O)n3ccsc3n2)cc1OC	0.2	-0.9	1	-1	-1	1	-0.2	-4	-0.1	2.7	-2
CCOC(=O)C1=C(COC(=O)COc2cccc(C)c2C)NC(=O)NC1C (stereo not drawn)	-0.3	-1.2	-1	-1	-6	5	-0.8	-3	-0.1	-4.3	0
CCOc1ccc(NC(=O)CCc2nnc3ccc(N4CCC5(CC4)OCCO5)nn23)cc1	0.6	-1.1	-4	0	-12	-1	-2.1	-1	0.3	-1.0	-4
CCc1ccc(CN(C)C(=O)CCc2nnc(COc3ccccc3)o2)cc1	-0.1	-0.6	-3	-1	-4	-1	-0.5	-4	0.7	10	5
Cc1ccc(C)n1-n1c(C)nc2scc(-c3cccs3)c2c1=O	0.7	-1.5	-1	0	1	-1	-0.5	2	-0.8	-2.2	1
Cc1cccc(CSCc2ccc(C(=O)O)o2)c1	0.2	-1.7	0	1	-5	-5	1.0	4	0.6	1.0	0
COc1ccccc1C(=O)NCCC(=O)Nc1ccc(S(=O)(=O)N2CCC(C)CC2)cc1	-2.5	-1.3	4	-3	-2	3	-1.8	4	-0.2	-3.1	-1
COC(=O)[C@]12C[C@H](CC(=O)N3CCOCC3)C(=O)N(CCC3=CCCCC3)C1=C[C@H](C(C)(C)C)O[C@@H]2C	-0.5	-1.4	2	0	3	1	-1.3	-4	nt	1.0	-3
O=C(C1CCCN(Cc2ccccc2[N+](=O)[O-])C1)N1CCCCC1 (stereo not drawn)	-0.3	-0.8	-2	-4	-4	-1	-0.5	8	-1.7	-2.9	-1
O=C(CCCN1CC=C(n2c(=O)[nH]c3ccccc32)CC1)c1ccc(F)cc1	-0.7	-0.7	0	-8	-1	2	0.8	-5&-5	-0.1	0.7	-3
CC(C)N1CCOC1c1ccccc1 (stereo not drawn)	-0.7	-1.5	3	-6	-8	3	3.4	7	1.3	-0.4	-1
CC(NCc1ccc(S(N)(=O)=O)cc1)C(=O)Nc1ccc([N+](=O)[O-])cc1Cl (stereo not drawn)	-2.8	-1.7	-2	-4	-7	-1	-1.2	-1	-1.3	-0.3	-1
Cc1ccc(SCc2cc(=O)[nH]c(N3CCCCC3)n2)cc1	-0.4	-2.0	-2	-5	-1	0	1.0	0	-0.2	0.4	-4
N#CC(CO)(Cc1ccc(OC(F)F)cc1)c1nc2ccccc2[nH]1 (stereo not drawn)	0.1	0.0	-8	-1	-8	-3	2.3	1	0.7	4.5	4
CCN(CC)S(=O)(=O)c1ccc(N2CCOCC2)c(NC(=O)C2COc3ccccc3O2)c1 (stereo not drawn)	-1.1	-1.7	-11	-2	-29	-4	-1.1	-5	0.7	-1.9	-1
O=C(Nc1ccccc1)c1ccc2c(c1)CCN2S(=O)(=O)c1ccccc1	-0.5	-0.9	-4	0	-8	1	-0.1	1	-0.3	-0.6	2
COc1ccc(NS(=O)(=O)c2cc3c(cc2C)N(C(C)=O)CCO3)c(OC)c1	-0.3	-0.7	-1	1	2	-1	-1.8	4	0.6	-0.4	2
CCOC(=O)c1c(C)c(C(=O)OCC)n(C)c1C	0.1	-1.1	3	-2	0	1	-2.2	0	1.2	0.8	5
CCC(Sc1nc2ccsc2c(=O)n1Cc1ccc(C(=O)O)cc1)C(=O)Nc1cccc(OC)c1 (stereo not drawn)	1.4	-1.5	3	3	1	-4	0.4	-3	-0.2	-0.3	3
CSc1nc2nccc(/C=C\c3ccccc3)n2n1	-2.4	-1.2	-4	-1	-10	-3	-2.8	1	-2.3	-2.7	6
CN(C)/C=C/c1onc(-c2c(F)cccc2Cl)c1C#N	0.0	-1.7	-16	-7	-26	2	-1.0	8	0.5	1.2	1
COC(=O)[C@]1(C)N[C@H](CN(C)C(=O)Nc2ccc(Cl)cc2)[C@@H]2C(=O)N(C)C(=O)[C@@H]21	1.5	-1.4	3	-2	4	2	-0.6	-4	0.2	-1.9	2
N=c1c[n+](-c2ccc(Cl)cc2)[n-]o1	-0.2	-0.8	2	4	4	-2	-0.1	nt	-0.1	-0.5	0
C=CCc1cc(C=O)cc(OC)c1OCc1ccc(C(=O)O)cc1	0.3	-1.0	-3	-2	-2	0	0.7	-6	0.0	0.9	-2
COc1cccc(-c2nc(CS(=O)(=O)CC(=O)Nc3ccccc3C)c(C)o2)c1	0.0	-1.2	0	3	-10	-1	-0.9	1	-0.1	-0.5	1

Arranged by value in hcDAF-12 act (falling): some entries from above.
mol	hcDAF-12 act
Cc1ccc(SCc2cc(=O)[nH]c(N3CCCCC3)n2)cc1	1.0
CCCOc1c(Br)cc(C(=O)OCc2cc(=O)n3ccsc3n2)cc1OC	-0.2
COC(=O)[C@]12C[C@H](CC(=O)NCCC(C)C)C(=O)N(Cc3ccc(Cl)cc3Cl)C1=C[C@H](C(C)C)O[C@@H]2C1CC1	-0.5
